Source: PubChem BioAssay (National Center for Advancing Translational Sciences (NCATS))
Coupling enz: qHTS Assay for Inhibitors of Fructose-1,6-bisphosphate Aldolase from Giardia Lamblia: Coupling assay counterscreen; 290,000 tested, 0.67% active; AID 2472, 2010; coupling enzyme system counterscreen, AmpLite Red fluorescence; activity change, negative = inhibition, % at 58.2 µM, hits read low; in the data active means activity change below about -30%; further: on the % scale 0 is the no-effect control and ±100 the full control effect
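Coupling enzymes only (glyceraldehyde-3-phosphate) + compound, at 57.5 uM final, 10 min RT; add substrate/coupling/AmpLite Red mix, 20 min RT; fluorescence ex 525/em 598 nm. Actives flag coupling-system interference.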
PKM2 activator: qHTS Assay for Activators of Human Muscle isoform 2 Pyruvate Kinase. Pyruvate kinase PKM (Homo sapiens), P14618. purified PKM2, Kinase-Glo ATP luminescence, activation; response scale: 0% is enzyme alone, no compound. Potency, µM (titrated, usually from 57.5 µM), for the others: top-dose activation, hits mostly activators. 260,000 tested, 0.34% active; further: potency means the concentration at half of the fitted maximal effect; on the % scale 0 is the no-effect control and ±100 the full control effect; nearly all actives have a fitted effect of over 55% in size
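Purified hPK-M2 (>95%) run at intermediate activity with 0.1 mM ADP and 0.5 mM PEP in 50 mM imidazole pH 7.2, KCl, MgCl2; 1 h room temperature. ATP formed read by Kinase-Glo luminescence; normalized to uninhibited and no-enzyme controls.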
KCNH2 3.1 block: qHTS for Inhibitors of KCHN2 3.1: Mutant qHTS; U2OS KCNH2 3.1, thallium flux FluxOr; active compounds read low; 340,000 tested, 0.95% active; Potassium voltage-gated channel subfamily H member 2, brain isoform KCNH2 3.1 (human); activity change, % (tested at about 1.8 µM); AID 720553, 2013;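 active means maximum activity change below -70%; inconclusive means maximum activity change from -70% to -50%; inactive means maximum activity change above -50%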;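 further: thallium influx rate constant from kinetic fluorescence after stimulation buffer; on the % scale 0 is the no-effect control and ±100 the full control effect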
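Thallium flux via FluxOr fluorescence (Red40 quencher, 45 min loading) in U2OS cells virally expressing the KCNH2 3.1 isoform (1.77 x 10^8 /mL virus, overnight at 37 C). Rate constants from 2-min kinetic reads post-stimulation, normalised to positive and negative controls.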
KCNH2 WT inh: qHTS for Inhibitors of KCHN2 3.1: Wildtype qHTS; Voltage-gated inwardly rectifying potassium channel KCNH2 (Homo sapiens), Q12809; U2OS, BacMam KCNH2, thallium flux FluxOr; active compounds read low; activity change, % at 1.84 µM; 340,000 tested, 0.37% active;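 active means maximum activity change below -70%; inconclusive means maximum activity change between -70% and -50%; inactive means maximum activity change above -50%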; further: on the % scale 0 is the no-effect control and ±100 the full control effect
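U2OS cells transduced with wild-type KCNH2 virus are loaded with FluxOr dye for 45 min, and thallium flux is measured in kinetic reads before and after stimulation buffer. Rate constants are normalized to DMSO controls.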
TRPV1 ag: HTS Assay for Compounds that Act as Agonists of the Vanilloid Receptor 1; Transient receptor potential cation channel subfamily V member 1 (Homo sapiens), Q8NER1; TRPV1-expressing cells, Fluo-8 calcium influx, agonist mode; activation, % at 8.33 µM; 320,000 tested, 0.19% active; in the data active means activation above about 80%; inconclusive means between about 30% and that limit; further: 0% is about no effect
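Cells expressing TRPV1 were dye-loaded with Fluo-8 and read kinetically: 10 s baseline, 3 min after compound (agonist portion), then 2 min after EC20 capsaicin (allosteric enhancer portion). Calcium-bound dye fluorescence at 480/520 nm.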
USP2a block: qHTS Assay for Inhibitors of Ubiquitin-specific Protease USP2a Using CHOP2 as the Reporter. USP2 core, Ub-CHOP2 coupled fluorogenic reporter, 485/531. Potency, µM (top dose mostly 38.3 µM), inactives show at the highest dose activity change, negative = inhibition, usual class: inhibitors. AID 463254, 2010. 330,000 tested, 0.01% active. Ubiquitin carboxyl-terminal hydrolase 2 (Homo sapiens), O75604;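 further: potency means the concentration at half of the fitted maximal effect; plate controls were DMSO wells for no effect and full inhibition by NEM control for full effect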
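USP2 core (10nM final) preincubated 30min RT with compound in 20mM Tris-HCl pH 8.0, 2mM CaCl2, 2mM beta-mercaptoethanol, 0.05% CHAPS; 25nM Ub-CHOP2 plus 25nM reporter substrate added, fluorescence (Ex485/Em531) read after 60min.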
Menin-MLL TR inh: qHTS Assay for Inhibitors Targeting the Menin-MLL Interaction in MLL Related Leukemias: Competition With Texas Red Labeled MLL-derived Mutant Peptide. 270,000 tested, 0.23% active. Menin + Texas Red MLL mutant peptide, fluorescence polarization. Potency, µM (doses to about 61.6 µM), for inactives: top-dose FP activity change, negative = inhibition, most hits filed as inhibitors. AID 1768, 2009. O00255; active means well fitted inhibition curve with a large enough effect in the polarisation, with a control signal flat, not every such curve was filed as active; inconclusive means small, poorly fitted or top-dose-only effect, or effect the other way, or a change in a side signal; inactive means no such curve, though single readings can be large or run the other way; the % refers to the polarisation; further: potency means the concentration at half of the fitted maximal effect; % of control where 0% means no effect; many of its hits are not listed in these tables
Target sequence (O00255 whole entry, looked up): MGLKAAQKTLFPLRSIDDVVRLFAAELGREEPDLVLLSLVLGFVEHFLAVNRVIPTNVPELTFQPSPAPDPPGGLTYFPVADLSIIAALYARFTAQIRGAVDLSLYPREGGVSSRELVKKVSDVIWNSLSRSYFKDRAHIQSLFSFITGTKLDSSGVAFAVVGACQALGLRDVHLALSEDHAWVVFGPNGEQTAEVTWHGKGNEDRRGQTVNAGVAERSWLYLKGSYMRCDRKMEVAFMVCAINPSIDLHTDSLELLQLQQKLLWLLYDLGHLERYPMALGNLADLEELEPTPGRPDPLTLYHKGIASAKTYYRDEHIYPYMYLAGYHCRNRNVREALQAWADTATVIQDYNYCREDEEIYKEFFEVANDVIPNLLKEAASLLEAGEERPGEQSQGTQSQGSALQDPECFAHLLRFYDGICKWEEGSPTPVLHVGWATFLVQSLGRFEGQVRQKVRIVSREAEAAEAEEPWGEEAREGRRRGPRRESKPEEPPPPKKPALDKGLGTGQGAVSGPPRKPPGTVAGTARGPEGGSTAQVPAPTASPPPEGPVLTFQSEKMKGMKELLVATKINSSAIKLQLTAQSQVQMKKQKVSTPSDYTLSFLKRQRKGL
Giardia kill: Small Molecules that selectively kill Giardia lamblia: qHTS; AID 540267, 2011; Giardia lamblia trophozoite viability; activity change, % at 7.66 µM, hits read low; 340,000 tested, 0.15% active; in the data active means activity change below about -80%; inconclusive means between about -30% and that limit;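 further: parasites exposed to compound for two days anaerobically before the ATP read; on the % scale 0 is the no-effect control and ±100 the full control effect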
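Media and compound were dispensed first, then trophozoites at 100 cells/well; plates sat 48 hrs at 37 deg C without oxygen before ATP luminescence reagent was added and read after 15-30 min at room temperature.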
B2AR arrestin: qHTS assay of beta-arrestin-biased ligands of beta2-adrenergic receptor. beta-arrestin recruitment to beta2AR, cell-based reporter. Potency, µM (highest dose often 46.1 µM), without a hit: top-dose activation, most hits filed as activators. 330,000 tested, 0.02% active;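 further: potency means the concentration at half of the fitted maximal effect; 0% = DMSO controls and full agonism = EC100 isoproterenol or metaproterenol; nearly all actives have a fitted effect of over 65% in size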
CXXC DNA block: qHTS Fluorescence Polarization Assay for Inhibitors of MLL CXXC domain - DNA interaction. Histone-lysine N-methyltransferase 2A (Homo sapiens), Q03164. MLL-CXXC / FITC-HOXA9 DNA fluorescence polarization. Potency, µM (titrated, usually from 115 µM), inactives show top-dose activity change, negative = inhibition, most hits filed as inhibitors. 290,000 tested, 0.037% active; active means well fitted inhibition curve with a large enough effect in the polarisation, with a control signal flat, not every such curve was filed as active; inconclusive means small, poorly fitted or top-dose-only effect, or effect the other way, or a change in a side signal; inactive means no such curve, though single readings can be large or run the other way; the % refers to the polarisation; further: potency means the concentration at half of the fitted maximal effect
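Fluorescence polarization: 7 uM MLL-CXXC (stock) preincubated 5 min with compounds, then 50 nM fluorescein-HOX-A9 DNA (stock) added; 30 min ambient. Buffer 50 mM Tris-HCl pH 7.5, 50 mM NaCl, 1 mM DTT, 0.05% BSA.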
GALK inh: qHTS Assay for Inhibitors of Human Galactokinase (GALK). P51570. Purified GALK, Kinase-Glo residual ATP luminescence. Potency, µM (top dose mostly 57.5 µM), for inactives: at the highest dose activity change, negative = inhibition, hits mostly inhibitors. 270,000 tested, 0.007% active. AID 1868, 2009; further: potency means the concentration at half of the fitted maximal effect; on the % scale 0 is the no-effect control and ±100 the full control effect
Target sequence (P51570 whole entry, looked up): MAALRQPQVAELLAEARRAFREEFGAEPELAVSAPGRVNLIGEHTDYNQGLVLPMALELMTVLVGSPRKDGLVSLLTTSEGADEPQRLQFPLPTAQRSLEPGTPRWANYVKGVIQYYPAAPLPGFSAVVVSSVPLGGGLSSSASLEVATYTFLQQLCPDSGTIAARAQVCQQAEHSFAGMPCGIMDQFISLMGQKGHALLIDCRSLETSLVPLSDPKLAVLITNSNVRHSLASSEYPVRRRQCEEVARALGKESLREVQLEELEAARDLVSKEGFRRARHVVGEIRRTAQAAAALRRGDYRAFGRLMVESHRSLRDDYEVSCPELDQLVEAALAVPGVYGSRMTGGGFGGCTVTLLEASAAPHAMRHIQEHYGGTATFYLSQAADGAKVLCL
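The enzyme phosphorylates galactose (100 uM) using ATP (35 uM); inhibition is detected as higher residual ATP, quantified by bioluminescence after 1 h reaction at room temperature, pH 8.0.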
An asterisk follows results filed as active; ? = inconclusive; · = no result given; & = joins results of further samples; [ ] = dose if it differs, or a comment. Unless noted, the call rests on the fitted dose curve; in most records, active means well fitted curve in the direction sought with a large enough effect; inconclusive means small, poorly fitted or top-dose-only effect, or another doubt; inactive means no such curve, though single readings can be large; an effect the other way counts as inactive or inconclusive. An excerpt; the hit share may differ from the screen's.

SMILES	Coupling enz	PKM2 activator	KCNH2 3.1 block	KCNH2 WT inh	TRPV1 ag	USP2a block	Menin-MLL TR inh	Giardia kill	B2AR arrestin	CXXC DNA block	GALK inh
CCCCN(CC)CCCNC(=O)c1cn(C)c(=O)c2c1c1ccccc1n2C	2	·	-4	1	0	2%	?	19	-0.4%	?	-3%
Cc1ccc(S(=O)(=O)Nc2ccccc2CNc2ccccn2)cc1	-28	1%	-5	-4	12	-3%	12%	-8	-1.4%	11%	0%
COc1ccc(NC(=O)/C=C/c2ccc(OC)c(OC)c2)cn1	0	8%	4	0	11	0%	1%	1	-0.4%	23%	1%
Cc1ccc2c(NC(=O)C3CC3)cccc2n1	1	-2%	-19	-4	-2	2%	1%	0	-0.1%	-3%	2%
COC(=O)[C@H](C)NC(=O)Nc1cc(Cl)ccc1C	0	8%	8	-4	3	-4%	·	2	-0.8%	-7%	0%
CC(C)Oc1cccc(C(=O)C2CCCN(C(=O)c3ccnn3C)C2)c1 (stereo unspecified)	1	-2%	2	-13	-1	1%	-3%	-28	0.0%	0%	9%
O=C(Nc1ccc(F)cc1)C1CC2CCC1C2 (stereo unspecified)	1	0%[11.5 µM]	21	10	?	-1%	-9%	12	0.9%	19%	-11%
COCCNC(=O)C(c1ccc(O)cc1)N(C(=O)CCC(=O)Nc1nccs1)c1ccc(C)cc1 (stereo unspecified)	4	-3%	17	2	0	4%	-3%	18	0.6%	-8%	5%
C=CCNC(=O)c1onc(CSc2ccccc2F)c1C(=O)O	1	-12%	·	·	-1	0%	22%	14	-0.4%	-4%	4%
CS(=O)(=O)N(CC(=O)NCc1ccc2c(c1)OCO2)Cc1ccccc1	0	1%	-7	5	1	-2%	-8%	3	0.1%	0%	1%
COc1ccc(N(C(=O)Cn2nnc3ccccc32)C(C(=O)NCc2ccco2)c2ccncc2)cc1 (stereo unspecified)	0	1%	18	7	0	0%	?	22	-0.2%	-4%	-2%
CCCOC1CCCN(C(=O)c2ccc(OC3CCN(Cc4ccccn4)CC3)cc2)C1 (stereo unspecified)	0	0%	18	-5	-4	-3%	-9%	14	3.8%	?	-4%
Cc1ccc(CNC(=O)CNC(=O)c2ccco2)cc1	2	·	9	8	-3	1%	1%	12	-1.5%	16%	2%
O=C(NCCc1ccccc1F)N[C@@H](Cc1ccccc1)C(=O)O	3	·	3	-9	15	6%	13%	-17	0.3%	11%	2%
C/C(CC(=O)Nc1ccc(OCc2ccccc2)cc1)=N\NC(=O)C(=O)Nc1cccc(C)c1	1	7%	-12	1	1	-1%	14%	5	-0.1%	1%	0%
Cc1cccc(NC(=O)CCSc2nnc(Cc3ccccc3)o2)c1	2	5%	-2	-6	28	1%	-2%	10	-1.2%	4%	0%
CSc1n[nH]c(=O)n1-c1cccc(Cl)c1	-2	0%	-4	-1	0	-2%	·	-5	0.2%	-1%	-1%
COc1ccc(C(=O)NCCCSc2ccccc2)cc1F	1	-8%	-18	-4	26	-1%	?	-11	0.1%	-4%	-2%
O=Cc1cccn1-c1ccc(O)cc1	12	1%	-17	1	0	0%	15%	11	0.0%	2%	-3%
CC(=O)Nc1cccc(-c2nc3ccccc3s2)c1	0	-5%	5	6	?	5%	7%	-2	0.1%	-6%	5%
Cc1nnc(SCC(=O)NNC(=O)COc2ccc(Br)cc2)n1C	·	·	14	2	0	1%	·	-24	0.3%	·	·
CCN(CC)CCOC(=O)/C=C/c1ccccc1	3	-10%	15	13	-3	0%	·	-11	0.5%	-17%	1%
Cc1ccc(CN(CC(=O)NCc2ccccn2)S(=O)(=O)c2ccccc2)cc1	-4	1%	-13	4	?	1%	-5%	23	4.4%	5%	3%
COc1ccc(NC(=O)CSC2=NC(=O)CC(C)=N2)cc1	5	-7%	-5	11	·	1%	·	7	-0.4%	0%	-1%
COc1ccc(/C=N/NC(=O)c2ccncc2)cc1[N+](=O)[O-]	-2	-8%	26	2	2	-2%	3%	0	0.1%	7%	0%
Cc1cccc(C)c1NC(=O)CNC(=O)c1ccc(N2CCCC2)c([N+](=O)[O-])c1	·	·	15	-1	0	-4%	·	25	-1.1%	·	·
COc1ccc2[nH]c(=O)c(CN(Cc3nnnn3Cc3ccco3)C3CCCCC3)cc2c1	-4	-5%	-25	-10	10	-17%	?	0	-1.1%	-2%	-4%
COc1ccc(OC)c(NC(=O)C(CC(C)C)NC(=O)C2CCCCC2)c1 (stereo unspecified)	-3	-1%	-14	-1	?	·	2%	37[activator]	·	3%	-2%
COc1cc(O)oc1C=Nc1ccc(C(F)(F)F)cc1	-3	-4%	-1	-5	11	0%	15%	-5	4.0%	-4%	2%
O=C(O)c1cc(-c2ccc(N3CCOCC3)cc2)nn1-c1ccccc1Cl	3	3%	2	-17	-2	-8%	-17%	2	-0.6%	3%	0%
COc1cc(CC(=O)Nc2ccc(Cl)c(C(F)(F)F)c2)cc(OC)c1OC	4	-1%	17	3	-2	-12%	34%[activator]	4	0.9%	23%	0%
CCOc1ccc(CN(C)CC(=O)Nc2cccc3ccccc23)cc1OC	2	3%	8	1	16	-1%	-10%	-5	0.0%	-6%	8%
O=Cc1ccccc1Oc1ccccc1	-1	-12%	10	3	5	-4%	4%	-5	0.3%	?	-2%
COC(=O)c1c(NC(=O)C2CC2)sc2c1CCN(C(C)=O)C2	-4	-10%	3	-13	-2	-4%	2%	-11	-0.8%	-7%	2%
O=C(NCc1ccncc1)c1ccc(Cl)c(S(=O)(=O)N2CCCCC2)c1	3	-6%	23	-2	?	0%	0%	29	0.4%	-5%	-1%
CC(Cn1cncn1)C(=O)N1CCN(S(=O)(=O)c2ccc(Cl)cc2)CC1 (stereo unspecified)	-1	0%	-32	-12	0	2%	-4%	-11	0.5%	1%	-1%
COc1ccc(CCNC(=O)CCNS(=O)(=O)c2cccc3nonc23)cc1OC	0	-4%	-13	-7	0	0%	-10%	6	-0.6%	-14%	-4%
O=C(CSc1nc2ccccc2s1)Nc1cc(S(=O)(=O)N2CCOCC2)ccc1O	-1	-18%	·	-11	4	-4%	-2%	4	-0.7%	-10%	0%
S=C(NCc1ccccc1)NC1CCCCC1	1	-1%	0	-3	?	1%	7%	10	-0.4%	1%	1%
O=C(CN1C(=O)CSc2ncccc21)Nc1ccccc1F	-12	·	-12	4	0	3%	9%	-14	0.0%	-6%	0%
COCc1cc(/C=N\NC(=O)COc2ccc(Cl)cc2)ccc1OC	2	-3%	-9	-5	2	1%	-6%	-3	-0.5%	16%	1%
Cn1c(Cl)c(/C=N/OC(=O)c2cccc(Cl)c2)c2ccccc21	2	-3%	-21	5	-4	0%	13%	-9	-0.5%	-5%	-4%
COc1ccc(-c2nc(NC(C)=O)sc2-c2ccccc2)cc1	1	-7%	-31	-4	-2	-21%	9%	6	-0.1%	6%	1%
Clc1ccccc1-c1ccc2ncnc(NCc3cccnc3)c2c1	-1	·	·	·	·	-5%&1%	16%	-15	-1.0%&-0.1%	·	·
CCN(CC)CCCN1C(=O)c2oc3ccccc3c(=O)c2C1c1cccnc1 (stereo unspecified)	5	-1%	1	0	-2	1%	-2%	17	0.1%	-3%	0%
CCC(=O)N1CCc2cc(OC)c(OC)cc2C1COc1ccc(OC)cc1 (stereo unspecified)	1	-2%	-1	-2	7	0%	-14%	-7	-0.1%	5%	1%
